Screens: PubChem, National Center for Advancing Translational Sciences (NCATS)
ASM inhibitor – Inhibitors of Secretory Acid Sphingomyelinase (S-ASM): qHTS | Sphingomyelin phosphodiesterase (Homo sapiens), P17405 | placental ASM, HMU-PC fluorogenic substrate, 60 min | Potency, µM (highest dose often 57.5 µM), inactives show top-dose activity change, negative = inhibition, usual class: inhibitors | hit rate 0.006% among 340,000 | AID 504937, 2011; note: potency is the fitted concentration of half-maximal effect
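HMU-PC0 cleavage (9 uM final) by human placental ASM, 60 min at 37 °C following 10 min compound exposure at RT; stopped at pH 10, fluorescence Ex 386/Em 447 nm.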
a7 integrin act – qHTS for Activators of Integrin-Mediated Alleviation for Muscular Dystrophy; alpha7betagal myoblasts, beta-gal FDG fluorescence, 48 h; Potency, µM (highest dose often 38.3 µM), inactives show at the top dose activation, hits mostly activators; hit rate 0.064% among 350,000; AID 624291, 2012;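 note: potency is the fitted concentration of half-maximal effect; 100% = response of the positive control SU9516; nearly all actives have a fitted effect of over 60% in size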
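alpha7betagal+/- myoblasts (passage 13, 250/well) treated 48 h at 37C with compounds at 1:260 dilution of DMSO stock. Lysed, then beta-galactosidase activity read as FDG fluorescence (ex 480/em 540) after 30 min, with pre-read for autofluorescence.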
Menin MLL FP TR – qHTS Assay for Inhibitors Targeting the Menin-MLL Interaction in MLL Related Leukemias: Competition With Texas Red Labeled MLL-derived Mutant Peptide. Potency, µM (top dose mostly 61.6 µM), for inactives: at the highest dose FP activity change, negative = inhibition, usual class: inhibitors. Menin + Texas Red MLL mutant peptide, fluorescence polarization. hit rate 0.23% among 270,000; active = well fitted inhibition curve with a large enough effect in the polarisation, with a control signal flat, not every such curve was filed as active; inconclusive = small, poorly fitted or top-dose-only effect, or effect the other way, or a change in a side signal; inactive = no such curve, though single readings can be large or run the other way; the % refers to the polarisation; note: potency is the fitted concentration of half-maximal effect; % of control where 0% means no effect; many of its hits are not listed in these tables
MBNL1 CUG block – qHTS Assay for Inhibitors of MBNL1-poly(CUG) RNA binding | TR-FRET MBNL1-His/biotin-(CUG)12 binding, 665/545 ratio | hit rate 0.036% among 280,000 | AID 2675, 2010 | Muscleblind-like protein 1 (Homo sapiens), Q9NR56 | Potency, µM (highest dose often 57.5 µM), for inactives: top-dose activity change, negative = inhibition, hits mostly inhibitors; active = well fitted inhibition curve with a large enough effect in the signal ratio, with a control signal flat, not every such curve was filed as active; inconclusive = small, poorly fitted or top-dose-only effect, or effect the other way, or a change in a side signal; inactive = no such curve, though single readings can be large or run the other way; the % refers to the signal ratio; note: potency is the fitted concentration of half-maximal effect; % is set by controls: 0 for no effect and ±100 for the full control effect
Target sequence (Q9NR56 whole entry, looked up): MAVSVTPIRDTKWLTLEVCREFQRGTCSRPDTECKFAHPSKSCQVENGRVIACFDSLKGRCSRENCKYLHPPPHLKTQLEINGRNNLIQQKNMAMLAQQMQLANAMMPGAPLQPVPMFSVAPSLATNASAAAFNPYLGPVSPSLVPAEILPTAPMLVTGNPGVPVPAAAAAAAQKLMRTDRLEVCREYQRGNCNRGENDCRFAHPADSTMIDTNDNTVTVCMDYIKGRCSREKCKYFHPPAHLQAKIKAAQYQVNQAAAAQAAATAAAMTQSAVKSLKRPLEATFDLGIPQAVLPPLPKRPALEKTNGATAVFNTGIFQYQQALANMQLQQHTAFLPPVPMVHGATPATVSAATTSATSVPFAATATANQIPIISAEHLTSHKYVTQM
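MBNL1-His + Biotin-(CUG)12, cpd titration 92 nM–58 uM; Tb anti-His Ab 0.055 ng/ul, SA-XL665 5 nM (final); 60 min RT; ratiometric 665/545 nm, Ex 340 nm; normalized to buffer and full-complex controls.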
A-T KAP1 phos – qHTS Assay for Identifying a Potential Treatment of Ataxia-Telangiectasia | […] A-T fibroblasts, KAP-1 phosphorylation AlphaLISA; neocarzinostatin DNA damage 30 min before lysis | Potency, µM (highest dose often 57.5 µM), for the others: at the highest dose activation, most hits filed as activators | hit rate 0.19% among 320,000 | AID 485349, 2010; note: potency is the fitted concentration of half-maximal effect; % of control where 0% means no effect; nearly all actives have a fitted effect of over 45% in size
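ATM-like activity read as KAP-1 phosphorylation via AlphaLISA donor/acceptor antibody pairs after lysis and 6 hr at 25C. Cells were ATM-null patient fibroblasts ([…], hTERT), dosed 60 min, then exposed to the DSB inducer NCS for 30 min.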
Mito fusion yeast – qHTS Assay for Small Molecule Inhibitors of Mitochondrial Division or Activators of Mitochondrial Fusion. Potency, µM (doses to about 46.1 µM), inactives show top-dose growth rescue (activation), usual class: activators. AID 485298, 2010. hit rate 0.23% among 320,000. S. cerevisiae fusion-defective mutant growth rescue, CellTiterGlo 48 h;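 note: potency is the fitted concentration of half-maximal effect; % of control where 0% means no effect; nearly all actives have a fitted effect of over 45% in size; temperature-sensitive fusion mutants such as fzo1-1 at 37 °C on non-fermentable ethanol glycerol medium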
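S. cerevisiae fusion-defective temperature-sensitive mutants (e.g. fzo1-1, mgm1-5) grown 48 h at 37C in YPEG (ethanol/glycerol non-fermentable) medium with 23 nl compound per well; growth rescue read as CellTiterGlo luminescence.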
TSHR antagonist – Antagonists of the Thyroid Stimulating Hormone Receptor: HTS campaign | activity change, negative = inhibition, % at 11.5 µM | hit rate 0.2% among 330,000 | Thyrotropin receptor (Homo sapiens), P16473 | TSHR-expressing cells, TSH-stimulated cAMP HTRF, 2 h; hits give low values;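 active = activity change below a set negative limit, meaning inhibition stronger than a set level, cut at about -70% in these data; inconclusive = activity change between two set negative limits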; note: % is set by controls: 0 for no effect and ±100 for the full control effect
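Cell-based HTRF cAMP assay; TSHR cells + compound, TSH EC80 (4nM final), 2 h, 37 deg C. Lysis with anti-cAMP cryptate and cAMP-d2, 30 min RT, read 665/620 nm.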
CXXC DNA block – qHTS Fluorescence Polarization Assay for Inhibitors of MLL CXXC domain - DNA interaction | AID 2662, 2010 | Histone-lysine N-methyltransferase 2A (Homo sapiens), Q03164 | hit rate 0.037% among 290,000 | MLL-CXXC / FITC-HOXA9 DNA fluorescence polarization | Potency, µM (titrated, usually from 115 µM), without a hit: at the top dose activity change, negative = inhibition, most hits filed as inhibitors; active = well fitted inhibition curve with a large enough effect in the polarisation, with a control signal flat, not every such curve was filed as active; inconclusive = small, poorly fitted or top-dose-only effect, or effect the other way, or a change in a side signal; inactive = no such curve, though single readings can be large or run the other way; the % refers to the polarisation; note: potency is the fitted concentration of half-maximal effect
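Fluorescence polarization: 7 uM MLL-CXXC (stock) preincubated 5 min with compounds, then 50 nM fluorescein-HOX-A9 DNA (stock) added; 30 min ambient. Buffer 50 mM Tris-HCl pH 7.5, 50 mM NaCl, 1 mM DTT, 0.05% BSA.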
TCR act – Activators of T cell receptors: qHTS campaign | primary human leukocytes, anti-CD3, IL-2 HTRF, 48 h | Potency, µM (titrated, usually from 9.22 µM), without a hit: top-dose activation of IL-2 secretion, actives largely listed as activators | 330,000 tested, under 10 active | AID 504894, 2011; note: % of control where 0% means no effect
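Primary human leukocytes were stimulated with a-CD3 beads plus compounds for 48 hr without co-stimulation; secreted IL-2 was quantified by HTRF using a-IL-2-K (europium cryptate) and a-IL-2-d2, excited at 320nm with acceptor emission read at 665nm.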
TSG101-PTAP inh – qHTS Assay for Iinhibitors of HIV-1 Budding by Blocking the Interaction of PTAP/TSG101. Tumor susceptibility gene 101 protein (Homo sapiens), Q99816. Fluorescence polarization, FITC-PTAP peptide / Tsg101 binding. Potency, µM (doses to about 115 µM), inactives show at the highest dose activity change, negative = inhibition, hits mostly inhibitors. 340,000 tested, under 10 active. AID 493005, 2010; active = well fitted inhibition curve with a large enough effect in the main read-out, with a control signal flat, not every such curve was filed as active; inconclusive = small, poorly fitted or top-dose-only effect, or effect the other way, or a change in a side signal; inactive = no such curve, though single readings can be large or run the other way; note: potency is the fitted concentration of half-maximal effect; % of control where 0% means no effect
Target sequence (Q99816 whole entry, looked up): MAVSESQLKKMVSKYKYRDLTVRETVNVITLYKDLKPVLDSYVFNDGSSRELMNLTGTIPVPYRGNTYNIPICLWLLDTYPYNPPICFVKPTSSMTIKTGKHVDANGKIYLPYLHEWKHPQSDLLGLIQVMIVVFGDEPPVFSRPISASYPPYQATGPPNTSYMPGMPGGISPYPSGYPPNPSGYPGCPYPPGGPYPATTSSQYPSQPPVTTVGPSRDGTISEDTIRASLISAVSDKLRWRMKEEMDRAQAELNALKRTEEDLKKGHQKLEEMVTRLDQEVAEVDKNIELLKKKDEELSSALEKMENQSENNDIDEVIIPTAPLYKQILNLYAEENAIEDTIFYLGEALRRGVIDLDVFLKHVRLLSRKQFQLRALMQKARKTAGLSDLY
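Fluorescence polarization binding of Tsg101 binding domain (10 uM final) to FITC-labeled PTAP peptide (50 nM final) in HEPES pH 7.5 buffer with NaCl, Tween 20, EDTA, TCEP. Compounds added before peptide; binding 20 min at RT.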
* marks the source's active call; other numbers are inactive results; ? = inconclusive; . = no result given; [ ] = another dose, or the depositor's remark. Unless noted, calls come from the whole dose curve; as a rule, active = well fitted curve in the direction sought with a large enough effect; inconclusive = small, poorly fitted or top-dose-only effect, or another doubt; inactive = no such curve, though single readings can be large; an effect the other way counts as inactive or inconclusive. These rows are one share of the data (hit frequency here may not be typical).

Results follow in this order: ASM inhibitor	a7 integrin act	Menin MLL FP TR	MBNL1 CUG block	A-T KAP1 phos	Mito fusion yeast	TSHR antagonist	CXXC DNA block	TCR act	TSG101-PTAP inh
> O=[N+]([O-])c1ccc2[nH]c(O)c(N=Nc3ccc(F)cc3)c2c1
 : -1%	-21%	?	-6%	8%	1%	8	6%	1%	-2%
> Cc1nn(Cc2ccc(F)cc2)c(Cl)c1/C=N/NC(=O)c1cccnc1
 : 5%	-14%	2%	.	-11%	-3%	15	-2%	-8%[46.1 µM]	-1%
> CC(Sc1nnnn1C)C(=O)Nc1ncc(Cl)cc1Cl (centres undefined)
 : -1%	-14%	.	.	-2%	-3%	0	.	-12%	-8%
> Cc1cc(C2=NNC(=NC3CC3)SC2)c(C)n1-c1ccccc1F
 : -6%	-51%	-21%	.	-9%	-10%	19	0%	-11%	-8%
> CS(=O)(=O)c1ccc2nc(NC3(C(F)(F)F)N=C4SCCN4C3=O)sc2c1 (centres undefined)
 : -6%	24%	11%	-2%	8%	-1%	6	3%	-4%	-3%
> O=C1c2ccccc2C(=O)N1CCCCSc1nnc2ccccn12
 : -2%	-4%	-2%	29%	3%	2%	-1	-27%	-5%	-9%
> COc1ccc(-c2nn(CC(=O)Nc3ccc(Cl)c(Cl)c3)c(=O)c3ccccc23)cc1
 : -22%	-13%	10µM*	37%[activator]	3%	1%	41	17%	-3%	3%
> COC(=O)c1ccc(C(=O)Nc2ccc3c(c2)C(=O)NC3=O)cc1
 : 3%	21%	3%	3%	-7%	1%	34	?	3%	-1%
> C/C(=N\N=C(N)N)c1ccc(Cl)cc1
 : -2%	-59%[inhibitor]	8%	-18%	11%	-1%	9	7%	3%[46.1 µM]	-1%
> CCOC(=O)c1nnn(CC(=O)Nc2ccccc2)c1C(=O)OCC
 : 2%	4%	-9%	-15%	19%	-2%	11	1%	5%	-5%
> O=C(/C=C/Nc1ccccc1OC(F)(F)F)C(F)(F)F
 : 1%	-3%	6%	4%	2%	2%	6	-2%	6%	-1%
> COC(=O)c1c(C)[nH]c(C(=O)OCc2ccc(F)cc2)c1C
 : -3%	-7%	10%	-11%	21%	-3%	2	18%	0%	-1%
> Cc1ccccc1NC(=O)CN1C(=O)CSc2ccc(S(=O)(=O)N3CCCCC3)cc21
 : -1%	1%	8%	-4%	-8%	13%	11	10%	0%	0%
> CCN1CCc2c(sc(NC(=O)CN3C(=O)c4ccccc4C3=O)c2C(N)=O)C1
 : 89%[activator]	?	-6%	5%	0%	2%	5	4%	1%	-8%
> CCOc1ccc(C(=O)NC(=S)Nc2ncccc2C)cc1[N+](=O)[O-]
 : 2%	26%	18%	.	-4%	-3%	-6	-12%	7%[46.1 µM]	-2%
> COc1ccc(C(=O)N2CCN(c3ccccc3)CC2)cc1S(=O)(=O)N1CCCC1
 : -1%	0%	.	-1%	5%	0%	9	-10%	7%	-1%
> CC(C)C(c1nnnn1CCc1ccccc1)N1CCN(C(=O)c2ccco2)CC1 (centres undefined)
 : 0%	14%	-4%	-7%	7%	-1%	-3	0%	-1%	-4%
> COc1cc(NC(=O)COC(C)=O)cc(OC)c1OC
 : -1%	26%	0%	0%	-1%	3%	-1	0%	-3%	-1%
> COc1ccc2[nH]c(C(=O)Nc3ccc4c(c3)OCO4)cc2c1
 : 9%	1%	.	11%	1%	1%	-11	?	1%	1%
> COc1cccc(-c2c(NC(=O)c3ccco3)oc3ccc(Cl)cc3c2=O)c1
 : 1%	-22%	23%	7%	7%	16%	-3	1%	-2%	-9%
> CC1CC(C)CN(S(=O)(=O)c2ccc(Cl)cc2)C1 (centres undefined)
 : 0%	-19%	?	-2%	9%	6%	-1	-7%	.	-4%
> COc1ccccc1NC(=O)C1CC(=O)OC1c1ccccc1 (centres undefined)
 : 3%	-1%	12%	7%	7%	-2%	-13	-6%	4%	-11%
> O=C1NC(=O)C2(COC(c3cccc([N+](=O)[O-])c3)OC2)S1 (centres undefined)
 : -2%	-22%	5%	17%	2%	3%	0	1%	-2%	-2%
> CC(C)N(C)CCOC(=O)c1ccccc1Br
 : 1%	-10%	3%	.	0%	-4%	-7	-6%	-1%[46.1 µM]	0%
> CCCCn1c(N)c(NCc2ccccc2OC)c(=O)[nH]c1=O
 : 5%	8%	-9%	1%	-4%	7%	2	2%	-1%	4%
> C=C(C)C(=O)Nc1cccc(C2=NOC3(C2)C[C@H](C(N)=O)N(C(=O)CC)C3)c1 (some centres undefined)
 : 4%	-18%	.	-21%	19%	12%	3	10%	0%	-7%
> Cc1nonc1NC(=O)CSc1nc2ccccc2cc1C#N
 : 0%	88%	?	2%	-1%	3%	-9	?	-39%	0%
> CCN(CC)C(=O)COc1ccc2oc(-c3ccco3)cc(=O)c2c1
 : 31%[activator]	-11%	-8%	?	-1%	1%	3	-11%	2%	0%
> Cc1cccc(NC(=O)/C=C/c2ccc3c(c2)OCO3)n1
 : 16%	28%	0%	?	0%	21%	-4	-4%	-8%	-2%
> O=c1[nH]c(=O)n(C2CCCO2)cc1Br (centres undefined)
 : 0%	1%	16%	8%	-2%	-2%	7	7%	6%	-2%
> O=C(CCN1CCCCO1)N1CCCC(N2CCN(c3ccc(F)cc3)CC2)C1 (centres undefined)
 : 0%	6%	-1%	3%	-5%	7%	3	17%	-3%	-2%
> Cc1ccc(C(=O)NC(=S)NNC(=O)c2ccc([N+](=O)[O-])cc2)cc1
 : -2%	-33%	?	7%	1%	3%	5	?	7%	-3%
> O=C(O)CCN1C(=O)C2C3CC(C2C1=O)C1C(c2ccccc2)c2sc(=O)n(-c4ccccc4)c2SC31 (centres undefined)
 : -3%	9%	18%	-11%	-8%	1%	6	-2%	4%	-9%
> COc1ccc(C(=O)Nc2cccc(NC(=O)c3cccs3)c2)cc1OC
 : -12%	11%	1%	-7%	20%	3%	-130*	-6%	5%	1%
> CCOc1ccc(-c2nnc(SCC(=O)N3CCN(c4ccccc4)CC3)o2)cc1
 : 0%	9%	4%	8%	6%	-7%	-4	3%	-5%[46.1 µM]	-4%
> CCCCCN(C(=O)CCC(=O)OCC(=O)N(C)Cc1ccc(C)cc1)c1c(N)n(CCCC)c(=O)[nH]c1=O
 : -2%	-3%	.	-2%	7%	-3%	-10	3%	0%	.
> O=C(c1ccc(-c2ccc([N+](=O)[O-])cc2)o1)N1CCCC(C(F)(F)F)C1 (centres undefined)
 : 5%	2%	.	.	7%	18%	-4	.	-4%	-1%
> COc1ccccc1CNC(=O)CCNS(=O)(=O)c1ccc2c(c1)oc(=O)n2C
 : 3%	18%	.	2%	-3%	0%	-1	2%	-3%	1%
> CCC(=O)Nc1ccc(C(=O)NNC(=O)COc2cc(C)ccc2C)cc1
 : 3%	0%	0%	1%	-3%	5%	14	2%	-2%[46.1 µM]	0%
> CS(=O)(=O)N(CC(=O)NCc1ccncc1)c1cc(Cl)ccc1Cl
 : 3%	-2%	5%	-8%	0%	7%	-7	-7%	2%	0%
> O=S(=O)(NCc1ccc2c(c1)OCO2)c1ccc(F)c(F)c1
 : -1%	?	14%	-9%	4%	4%	-10	11%	1%	-3%
> CCN(CC)C(=O)Cn1cnc2ccccc2c1=O
 : 4%	4%	-1%	?	.	1%	34	-2%	2%[46.1 µM]	1%
> Clc1ccc(-c2nnc(NCc3ccccc3)c3ccccc23)cc1
 : -5%	-38%	7%	-2%	2%	0%	0	35%[activator]	9%[46.1 µM]	0%
> Cc1cc(C)cc(C(=O)N2CCCCC2)c1
 : 3%	0%	.	.	.	.	.	.	6%	-4%
